# TLR9-MyD88 block: inhibitors of human TLR9-MyD88 binding | AID 504734 | CHO BLA complementation TLR9-MyD88, CCF4 FRET ratio | inhibition, % at 4.98 µM | 0.21% of 340,000 active;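 active means inhibition above the mean over all tested compounds plus 3 SD, cut at about 21% in these data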;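 further: 0% = DMSO only wells and 100% = clavulanate BLA inhibitor control wells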
# Target sequence (Q99836 whole entry, looked up): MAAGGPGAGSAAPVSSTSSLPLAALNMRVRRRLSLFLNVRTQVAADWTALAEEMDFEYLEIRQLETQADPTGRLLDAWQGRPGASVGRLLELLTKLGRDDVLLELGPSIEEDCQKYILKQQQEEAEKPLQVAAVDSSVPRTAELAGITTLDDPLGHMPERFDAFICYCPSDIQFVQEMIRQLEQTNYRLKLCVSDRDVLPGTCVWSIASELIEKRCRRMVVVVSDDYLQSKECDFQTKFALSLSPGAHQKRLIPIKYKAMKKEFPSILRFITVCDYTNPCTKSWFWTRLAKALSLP
# Target sequence (Q9NR96 whole entry, looked up): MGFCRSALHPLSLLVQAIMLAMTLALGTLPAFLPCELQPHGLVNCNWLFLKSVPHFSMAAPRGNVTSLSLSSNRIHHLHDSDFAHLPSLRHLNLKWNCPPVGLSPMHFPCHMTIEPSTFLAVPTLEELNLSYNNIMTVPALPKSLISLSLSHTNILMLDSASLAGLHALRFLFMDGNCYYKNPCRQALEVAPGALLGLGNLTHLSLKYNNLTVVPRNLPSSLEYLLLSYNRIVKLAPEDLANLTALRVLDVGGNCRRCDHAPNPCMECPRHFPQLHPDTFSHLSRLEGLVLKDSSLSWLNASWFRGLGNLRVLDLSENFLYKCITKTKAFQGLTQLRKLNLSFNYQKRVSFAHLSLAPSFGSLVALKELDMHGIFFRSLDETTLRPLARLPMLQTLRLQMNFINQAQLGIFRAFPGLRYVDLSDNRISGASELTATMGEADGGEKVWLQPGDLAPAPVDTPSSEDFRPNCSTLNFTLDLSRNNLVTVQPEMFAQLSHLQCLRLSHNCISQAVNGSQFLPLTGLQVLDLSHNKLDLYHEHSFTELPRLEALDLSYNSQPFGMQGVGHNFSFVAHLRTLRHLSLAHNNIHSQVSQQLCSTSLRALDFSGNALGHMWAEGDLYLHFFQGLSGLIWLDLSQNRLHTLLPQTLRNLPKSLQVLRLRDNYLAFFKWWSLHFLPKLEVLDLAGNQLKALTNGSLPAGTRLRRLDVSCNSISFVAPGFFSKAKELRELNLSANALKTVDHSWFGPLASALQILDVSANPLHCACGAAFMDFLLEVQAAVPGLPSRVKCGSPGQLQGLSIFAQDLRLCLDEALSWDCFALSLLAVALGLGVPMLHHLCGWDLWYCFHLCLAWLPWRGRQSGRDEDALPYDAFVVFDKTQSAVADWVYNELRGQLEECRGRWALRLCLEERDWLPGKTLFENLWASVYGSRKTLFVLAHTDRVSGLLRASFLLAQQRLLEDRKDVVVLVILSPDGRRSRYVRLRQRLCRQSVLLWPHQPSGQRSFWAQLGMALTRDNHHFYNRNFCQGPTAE
# Vif imaging: HIV Vif inhibition; HEK293T cells, Vif self-association by quenched fluorescence, imaging, 24 h; inhibition, % at 7.49 µM; 0.35% of 340,000 active; AID 602346; in the data active means inhibition above about 50%, passing the limit was not always enough; further: some results filed as inactive read as strong as hits
# ABCB6 inh MLPCN: inhibitors of human ABC transporter ABCB6; K562-ABCB6 porphyrin accumulation, flow cytometry, 1 h; active compounds read low; 0.19% of 360,000 active; fluorescence ratio to DMSO, % at 10 µM; AID 602162;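 active means fluorescence ratio to DMSO below 75%, the collection mean minus 3 SD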;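 further: signal is porphyrin accumulated inside mitochondria; 100% equals median channel fluorescence of DMSO control wells; lower ratio means ABCB6 inhibition with less porphyrin fluorescence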
# MC4R ag barr: human MC4R agonism via beta-arrestin; P32245; activation, % at 8.9 µM; U2OS MC4R beta-arrestin complementation, luminescence; percent of melanotan II response, DMSO zero; AID 540308; 0.98% of 360,000 active;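 active means activation above a per-plate cutoff, the mean activation of sample wells on that plate plus 3 SD, cut at about 8% in these data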
# NOD2-RIPK2 inh: blocks binding of human NOD2 to RIPK2. CHO BLA complementation NOD2-RIPK2, CCF4 ratio. inhibition, % at 4.98 µM. 0.38% of 360,000 active. AID 624267; in the data active means inhibition above about 21%;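 further: 0% = vehicle only and 100% = reference blocker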
# ABHD5-PLIN5 inh: ABHD5-PLIN5 protein interaction inhibition. 0.78% of 360,000 active. Q00G26+Q8WTS1. AID 602281. Split G. princeps luciferase complementation, luminescence, 4 h. inhibition, % at 4 µM;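 active means inhibition above the mean inhibition across every tested compound plus 3 SD, cut at about 22% in these data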;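 further: 0% = DMSO only wells and the 100% control is not disclosed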
# MC4R antagonist: human MC4R antagonism in cAMP assay. 0.48% of 360,000 active. MC4R-expressing cells, MTII-stimulated cAMP, LANCE TR-FRET. P32245. inhibition, % at 6.5 µM;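 active means inhibition above its plate's cutoff, the mean of tested wells on that plate plus 3 SD, cut at about 29% in these data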;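 further: 0% = Melanotan II alone and 100% = Melanotan II plus saturating MCL0020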
#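 Assay system: U2OS-MC4R stable cell line; Also added: Melanotan II; Technique: Eu-cAMP/anti-cAMP TR-FRET, emission 671 nm; Times: 30-min compound, 1-h challenge, 1-h detection, room temperature.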
# N-glyco inh: N-linked glycosylation inhibition; 0.23% of 360,000 active; reporter increase, % at 12.5 µM; D54 ERlucT glycosylation luciferase reporter, 24 h; percent of 100 nM tunicamycin response;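 active means mean luciferase reporter signal, scaled so untreated is 0 and the glycosylation-blocking control 100, at or above a set limit in every replicate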;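 further: luciferase carries N-glycosylation sites so blocking glycosylation raises the light; 0% = median of neutral control wells and 100% = median of 100 nM tunicamycin wells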
# aDG glyco act: alpha-DG glycosylation activation; Pro5-aDG cells, alpha-DG glycosylation AlphaScreen (IIH6); 0% Pro5, 100% B10-LARGE cell signal; activation, % at 10 µM; 0.22% of 360,000 active;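 active means activation of at least 8% versus controls, or a plate z-score of at least 8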;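 further: Pro5 are CHO cells carrying HIG-tagged alpha-DG that lacks glycosylation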
# Exocytosis inh: lytic granule exocytosis inhibition; TALL-104 LAMP-1 surface exposure, flow cytometry; cells stimulated with thapsigargin and PMA; inhibition, % at 10 µM; 0.66% of 360,000 active; AID 651702;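 active means inhibition above about 55%, limit read from the data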
# An asterisk follows results filed as active; . = not tested or not shown; & = joins results of further samples. Some of the compounds tested. The share of hits here may be higher or lower than overall.
SMILES,TLR9-MyD88 block,Vif imaging,ABCB6 inh MLPCN,MC4R ag barr,NOD2-RIPK2 inh,ABHD5-PLIN5 inh,MC4R antagonist,N-glyco inh,aDG glyco act,Exocytosis inh
Cc1cc(C)cc(N(C(C)C(=O)N2CCOCC2)S(C)(=O)=O)c1 (stereo not given),.,13,105,-1.1,4,1,28,3,0.2,8
O=C(NC1CCCC1)C1CCCN1S(=O)(=O)c1cccc2cccnc12 (stereo not given),-1,6,99,0.7,-4,11,-2,-1,0.1,-3
Cc1ccccc1Nc1nc(N)nc(COC(=O)[C@@H](NC(=O)c2c(F)cccc2F)C(C)C)n1,-4,13,95,1.1,7,-2,18,0,0.4,-8
COc1ccc(OC)c(NC(=O)CSc2nnc(CNC(=O)c3cc(OC)c(OC)c(OC)c3)o2)c1,2,-7,95,-1.8,3,-4,1,3,-0.1,-9
O=[N+]([O-])c1ccccc1N/N=C/c1ccc2c(c1)OCO2,-1,7,101,-0.6,-14,2,8,-13,-0.4,-1
COc1ccc(S(=O)(=O)NC(=O)C2(C)CCN2C(=O)CCc2ccc(Cl)cc2Cl)cc1 (stereo not given),.,4,97,0.1,-8,16,6,1,0.7,0
Cc1ncc(CO)c2cc(C(N)=O)c(=Nc3ccccc3)oc12,-14,11,95,-0.1,1,1,6,4,-0.1,2
N#Cc1nccnc1N1CCN(C(=O)Nc2ccccc2)CC1,2,-13,87,-1.3,-1,1,-2,-1,-0.1,-2
Nn1c(SCC(=O)N2CCCC2)nnc1-c1cccs1,4,7,80,-1.1,-15,4,1,2,-0.2,-11
CC(=O)Nc1ccc(SCC(=O)OCC(=O)NC(=O)NCCC(C)C)cc1,2,-5,89,0.3,-1,3,12,1,-0.4,-5
C[C@H]1CN([C@@H](C)CO)S(=O)(=O)c2ccc(C#CC3CC3)cc2O[C@@H]1CN(C)S(C)(=O)=O,-4,-2,94,0.5,1,-3,13,1,0.0,-5
O=C(NCC(=O)N(c1cccc(F)c1)C(C(=O)NC1CCCC1)c1cccnc1)c1cccs1 (stereo not given),-2,0,95,-2.8,4,-1,-3,-1,0.1,7
O=C(O)c1cc(-c2ccc3c(c2)OCCO3)n[nH]1,3,0,100,-0.1,-9,1,2,1,-0.4,4
O=C(NNC(=O)c1csc(N2CCOCC2)n1)c1cccnc1,3,10,100,0.2,11,6,7,2,0.8,2
Oc1ccc(Cl)cc1CNCc1ccc(C(F)(F)F)cc1,1,0,96,3.7,-1,-2,-4,-1,0.2,-4
Cc1cc(=O)[nH]c(-c2ccccc2OC(F)(F)F)n1,6,-2,95,-2.5,14,-4,2,1,0.2,3
N#Cc1ccc(CSc2nnc(NC(=O)C3CC(=O)N(c4ccc5c(c4)OCCO5)C3)s2)cc1 (stereo not given),-8,3,95,0.2,-13,-6,16,2,0.1,6
COc1ccc(CCNC(=O)c2ccc(Cl)c(S(=O)(=O)N3CCCC3)c2)cc1,-6,-9,91,-4.3,-11,-6,2,-2,0.5,6
Cc1ccc(OCC(=O)Nc2ccc(N(C)C)cc2)cc1,2,-17,98,0.0,-2,-7,8,-2,-0.1,4
COc1cccc(C(=O)N2CCN(CCCc3ccccc3)CC2)c1OC,-4,1,100,-2.0,-3,3,3,-3,0.3,-4

# Limited to MC4R antagonist, Vif imaging and ABHD5-PLIN5 inh, for some of the entries so far:
molecule,MC4R antagonist,Vif imaging,ABHD5-PLIN5 inh
C[C@H]1CN([C@@H](C)CO)S(=O)(=O)c2ccc(C#CC3CC3)cc2O[C@@H]1CN(C)S(C)(=O)=O,13,-2,-3
O=C(NCC(=O)N(c1cccc(F)c1)C(C(=O)NC1CCCC1)c1cccnc1)c1cccs1 (stereo not given),-3,0,-1
O=C(O)c1cc(-c2ccc3c(c2)OCCO3)n[nH]1,2,0,1

# (continued)
SMILES,TLR9-MyD88 block,Vif imaging,ABCB6 inh MLPCN,MC4R ag barr,NOD2-RIPK2 inh,ABHD5-PLIN5 inh,MC4R antagonist,N-glyco inh,aDG glyco act,Exocytosis inh
CC(C)CC(C(=O)O)N1C(=O)C2C3CC(C2C1=O)C1C(c2ccccc2)c2sc(=O)[nH]c2SC31 (stereo not given),-1,2,103,1.3,-11,-8,20,4,0.0,-1
N/C(=N\OC(=O)c1ccccc1Cl)c1cccc([N+](=O)[O-])c1,-5,3,102,1.0,1,6,-1,-14,-0.1,-8
Cc1cs/c(=N\N=C2CCCCC2)n1Cc1ccco1,0,3,103,-0.5,13,-2,10,-2,0.5,0
CCCNc1c(F)c(F)c2c(C)c3ccccc3nc2c1F,12,.,287,-1.2,2,-10,-1,10,0.6,36
COc1ccc(C2SCC(=O)N2c2nc3ccccc3s2)cc1 (stereo not given),1,-11,103,-1.7,-4,-9,9,-5,0.2,-15
CCOC(=O)Cc1csc(NC(=O)c2ccc3ncsc3c2)n1,4,-2,101,0.8,-18,-5,-2,-2,-0.1,3
CCCCNC(=O)CCCCC(=O)N/N=C/c1cccc(Cl)c1,-6,-2,91,0.3,-17,2,10,1,0.3,-4
CO[C@H]1CN(C)C(=O)c2ccc(NS(=O)(=O)c3ccccc3F)cc2OC[C@H](C)NC[C@@H]1C,.,.,.,.,-19,-2,.,.,0.2,1
COc1ccc(CNc2ccc3c(c2)ncn3-c2ccccc2OC)cc1,-1,-1,103,0.7,-5,-3,0,-1,-0.3,1
COc1ccc(C)cc1NC(=O)C(C)N(c1ccc(C)cc1)S(C)(=O)=O (stereo not given),2,-13,105,-3.1,12,2,1,-1,0.0,1
Cc1ccc(C(=O)Nc2cccc([N+](=O)[O-])c2)cc1S(=O)(=O)Nc1cccc(C(=O)O)c1,7,4,108,-0.8,4,3,11,1,-0.3,-1
CCOc1cc(N2CCOCC2)c(OCC)cc1NC(=O)CSc1nnc(N)s1,-5,5,97,0.0,-1,-16,-8,14,-0.1,-6
O=C(Nc1nc(-c2ccncc2)cs1)c1ccco1,-7,-8,82,-1.1,-13,-1,2,1,0.2,1
COc1cccc(NC(=O)Cn2c(CCC(=O)O)ccc2-c2ccc(C)cc2)c1,-17,-2,101,-4.4,0,0,0,-1,0.1,5
COC(=O)CN(C(=S)Nc1ccccc1)C1CC(=O)N(c2ccc(OC)cc2)C1=O (stereo not given),-3,-7,96,-0.1,-1,3,-5,1,-0.1,-2
Cc1nc2nc[nH]n2c(=O)c1NC(=O)CC12CC3CC(CC(C3)C1)C2,10&-2,-6&-1,102&104,0.1&-1.5,3&-5,-3&3,3&13,2&2,-0.1&0.1,2&4
Cn1ccc2c(-c3ccc(F)nc3)cc3c(c21)C1CCC3C1 (stereo not given),.,.,102,.,-6,-4,.,-1,0.0,-1
O=C(Nc1ccccc1)N(c1ccccc1)C1C=CS(=O)(=O)C1 (stereo not given),.,0,99,0.8,-4,2,0,0,0.0,3
COC(=O)c1cc2c(ccn2-c2ccc(F)cc2)n1Cc1ccc(OC)cc1,3,7,114,-0.4,20,-5,8,-4,0.1,0
COc1ccc(S(=O)(=O)N2CN3CCN(C3)C2)cc1OC,12,13,96,-1.5,5,4,-2,0,0.0,-6
CSc1n[nH]c(=O)n1C1CCCCC1,0,15,102,3.2,2,10,9,0,0.0,1
Cc1ccc(-n2c(C)cc(C(=O)CN3CCOCC3)c2C)cc1,7,-5,94,-0.7,-3,1,18,3,-0.2,3
COc1ccc(C(=O)COC(=O)c2cnc(C)cn2)cc1OC,-9,19,97,-0.4,-18,-3,-1,1,0.0,8
Cc1cccc(C)c1NC(=O)CNC(=O)c1cncc(Br)c1,-7,17,104,1.4,-6,-1,21,1,0.1,-3
Cc1ccc(C(=O)NNC(=O)C2CCN(c3nccc(C)n3)CC2)cc1,11,-3,93,-0.8,-18,-2,4,1,0.1,6
Cn1nnnc1SCC(=O)N1CCOCC1,-7,0,97,-2.5,9,4,11,2,-0.1,0
COc1ccc(-c2cc(C(F)(F)F)nc(N3CCOCC3)n2)cc1,-4,15,96,2.1,-15,-5,0,-1,0.1,-4
Cc1ccc(C(=O)OC(C)CN2CCOCC2)cc1 (stereo not given),-16,-2,97,-2.2,-3,1,1,1,-0.1,3
COc1ccccc1CNC(=O)c1cnccn1,1,3,105,0.2,-12,-4,-3,0,0.1,-4
O=C(Nc1ccc2c(c1)C(=O)NC2=O)c1ccc(S(=O)(=O)N2CCCC2)cc1,-3,21,98,-0.5,4,-2,7,3,0.0,-5
CSc1nc2c(cnn2-c2ccc(C)c(C)c2)c(=O)[nH]1,-4,13,95,-1.7,1,-4,-1,1,-0.1,0
COc1ccc(C(CNC(=O)c2cc(SC)ccc2Cl)N(C)C)cc1 (stereo not given),2,7,94,1.7,-1,11,5,-4,-0.1,-1
COc1cccc(NC(=O)CSc2nc3n[nH]c(C)c3c(=N)n2-c2cccc(OC)c2)c1,-3,.,191,0.2,-3,1,11,6,0.5,13
CN(C)N1C(=O)CC(NNC(=O)c2ccncc2)C1=O (stereo not given),-8,-1,99,-1.8,1,7,7,2,-0.3,3
Cc1nc(-c2ccc(NS(=O)(=O)c3ccccc3)cc2)cs1,-4,-2,99,-0.1,-7,-6,6,0,-0.1,-2
CN1CCN(c2ccc(Cl)cc2NC(=O)C2COc3ccccc3O2)CC1 (stereo not given),-2,-4,98,0.0,6,17,-1,-5,0.0,-4
Cc1nnsc1C(=O)NNS(=O)(=O)c1cc(C(F)(F)F)cc(C(F)(F)F)c1,-16,-8,100,-1.8,-6,4,7,1,0.7,-2
Cc1cc(NC(=O)c2cc(C)on2)no1,0,2,105,0.9,0,8,0,-1,-0.2,0
O=C(NC(c1ccccc1)c1ccccc1)C1CCCN(S(=O)(=O)c2cnc[nH]2)C1 (stereo not given),-5,4,102,-1.6,8,-5,0,-3,-0.1,-1
O=C(c1ccc(CS(=O)Cc2ccc(Cl)cc2)o1)N1CCN(c2cccc(Cl)c2)CC1 (stereo not given),-2,-2,93,-0.9,13,13,-7,2,0.7,0
COc1ccc(N(CC(=O)NCc2ccccc2Cl)S(=O)(=O)c2c(C)n[nH]c2C)cc1,9,-5,106,-0.9,2,1,4,0,-0.2,8
COc1ccc(CCNC(=O)c2ccc(S(=O)(=O)N(C)c3ccccc3)cc2)cc1OC,3,-1,94,1.4,0,3,3,-1,-0.1,-7
COc1ccc2c(c1OC)C(=O)OC2n1c(O)c(N=NC(C)=O)c2ccccc21 (stereo not given),-2,-3,101,-2.2,-5,-5,-11,1,0.0,0
CC(C)(C)NC(=O)C(c1ccccc1F)n1c(=O)c(-c2ccco2)nc2ccccc21 (stereo not given),.,.,.,.,-13,54*,.,.,-0.1,2
COc1cccc(N(CC(=O)N2CCN(C)CC2)S(=O)(=O)c2ccc(C)cc2)c1,3,5,86,0.1,-1,-8,6,2,0.3,1
Cc1ccc2nc(N/N=C/c3ccccc3F)nc(-c3ccccc3)c2c1,0,8,91,-4.0,-8,-9,-2,5,0.5,-1
Cc1c(N(C)C(=O)C23CC4CC(CC(C4)C2)C3)c(=O)n(-c2ccccc2)n1C,-8,-2,86,0.4,-5,-3,4,1,-0.2,-1
CCOc1ccc(N=C2SCC(=O)N2CC)cc1,-9,-2,102,2.0,1,-2,10,0,-0.1,-11

# Bioassay records as filed in PubChem BioAssay.
